# Compound activity: PubChem, several laboratories
# Salmonella PhoP GFP: inhibitors of PhoP regulon expression, primary screen, Salmonella Typhimurium, GFP reporter (AID 1863); S. Typhimurium PhoP-regulated promoter GFP reporter, 4 h; higher % means a stronger effect; inhibition, % at 50 µM, or IC50 in µM where a hit was titrated; hit rate 0.16% among 300,000;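 active = inhibition over 29.93%, a cutoff 3 SD above the screen mean, later confirmed by dose response; inconclusive = inhibition over 29.93% but no dose response follow-up; inactive = inhibition at most 29.93% or unconfirmed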;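 also: 0% = low Mg2+ inducing control and 100% = high Mg2+ repressing control; strong numbers were not always called active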
# TNAP activators: human TNAP enzyme activators, primary screen, biochemical, luminescent, no phosphate acceptor, uHTS (AID 1001). purified TNAP, luminescent activation assay, no phosphate acceptor; higher activation fold means a stronger effect. one-dose activation fold at 20 µM; EC50 in µM for titrated hits. hit rate 0.03% among 200,000; in the data active = activation fold from about 3, or a potency from the dose series; inactive = the rest, 99 in 100 with activation fold below about 1.6; also: many of its hits are not listed in these tables
# Myeloid diff 2: promotes myeloid progenitor differentiation | ER-HoxA9 myeloid progenitors, lysozyme-GFP differentiation, flow cytometry | calls only at 10 µM | hit rate 1% among 360,000 | AID 624256;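 active = normalized GFP-positive differentiation at or above the plate's own cutoff, the solvent-only control mean plus 3 SD; inconclusive = no clear call, values can overlap the other calls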;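 also: cells exposed to compound for four days before flow analysis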
# SV40 large T antigen: TAg ATPase/helicase activity blockers – biochemical (AID 1903) | SV40 large T antigen ATPase/helicase inhibition assay; higher % means a stronger effect | one-dose inhibition, % at 20 µM; IC50 in µM for titrated hits | hit rate 0.39% among 310,000; in the data active = a potency from the dose series; inconclusive = inhibition mostly from about 32% at the one dose, without a potency; inactive = the rest, 99 in 100 with inhibition below about 32%; also: strong numbers were not always called active
# MgcRacGAP inhibition: MgcRacGAP GTPase-activating activity inhibitors, confirmation, biochemical, ADP Hunter fluorescence. MgcRacGAP-stimulated Rac1 GTP hydrolysis, ADP Hunter fluorescence; higher % means a stronger effect; GST-tagged Rac1 F28L mutant substrate. inhibition, % at 30 µM, or IC50 in µM where a hit was titrated. hit rate 0.6% among 340,000. AID 624330;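 active = first-screen hits whose inhibition reached a set limit at any dose in the follow-up dose series; inconclusive = inhibition above the set first-screen limit but never retested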;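 also: fluorescence reports GDP produced by GAP-driven GTP hydrolysis; strong numbers were not always called active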
# UTI89 phage lysis: protection from phage-mediated lysis, alamar blue read-out – E. coli UTI89, K1F phage, bacterial capsule biogenesis inhibitors (AID 488966) | E. coli UTI89 K1F phage lysis, alamar blue, 2 h; higher % means a stronger effect | inhibition, % at 100 µM; hits with a dose series show IC50 in µM | hit rate 0.02% among 340,000;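 active = phage lysis inhibition, versus mean bacterial control, above a set limit; inconclusive = no clear call, values can overlap the other calls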;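 also: capsule biogenesis inhibitors block K1F phage lysis so surviving cells raise fluorescence; higher fluorescence means more inhibition of phage lysis; actives were called in the ten point dose series up to 300 µM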
# RSV antiviral HEp-2: RSV antiviral activity via CPE protection, HEp-2 cells, primary 10 µM value included (AID 2391). HEp-2 cells, RSV-induced CPE inhibition; higher % means a stronger effect. one-dose CPE inhibition, % at 10 µM; IC50 in µM for titrated hits. hit rate 0.13% among 310,000; in the data active = a potency from the dose series; inconclusive = CPE inhibition mostly from about 23% at the one dose, without a potency; inactive = the rest, 99 in 100 with CPE inhibition below about 21%; also: strong numbers were not always called active
# T cell modulator: modulates CD8 T cell binding to vesicles. 2C CD8+ T cell-vesicle binding, flow cytometry; stronger effect = lower value. calls only at 7 µM. hit rate 0.068% among 330,000;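 active = response, share of CD8 T cells binding vesicles, and their 90th percentile fluorescence all below set limits, cut at about 80% in these data, passing the limit was not always enough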
#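 Incubation: binding step 1.5 h, 37 °C, antibody labelling 20 min, ice; system: murine 2C transgenic CD8+ T lymphocytes; technique: cytometric PE anti-B7-1 and Alexa647 anti-CD8 signals after 1% paraformaldehyde fixation; also added: QL9-charged Drosophila Ld/ICAM-1/B7-1 vesicles; control set: naked versus QL9-loaded vesicles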
# NTR1 agonist: NTR1-driven beta-arrestin-GFP spot formation – imaging, U2OS cells, high content, primary screen (AID 493036). P30989. agonist mode. hit rate 0.17% among 330,000. activation, % at 20 µM;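 active = activation at or above 40% of the spot to cytoplasm intensity ratio, with at least 20 cells analyzed; inconclusive = wells under 20 cells, flagged as cytotoxic or low count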;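 also: 0% = DMSO without peptide and 100% = 100 nM NTR1 peptide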
# Target sequence (P30989 whole entry, looked up): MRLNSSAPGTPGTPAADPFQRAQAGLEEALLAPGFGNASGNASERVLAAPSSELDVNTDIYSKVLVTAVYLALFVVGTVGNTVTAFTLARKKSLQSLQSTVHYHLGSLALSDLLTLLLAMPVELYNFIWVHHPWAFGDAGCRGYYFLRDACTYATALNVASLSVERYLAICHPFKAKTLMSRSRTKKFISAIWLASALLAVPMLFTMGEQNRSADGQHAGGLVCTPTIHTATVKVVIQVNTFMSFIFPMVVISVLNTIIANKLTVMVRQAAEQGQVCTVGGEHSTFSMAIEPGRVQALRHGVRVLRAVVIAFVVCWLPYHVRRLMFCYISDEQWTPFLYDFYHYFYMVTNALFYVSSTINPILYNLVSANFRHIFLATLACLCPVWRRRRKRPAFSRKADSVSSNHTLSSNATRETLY
# T cell modulator vesicle-bound %: further read-out of T cell modulator, marked with its call; double positive events, %; measured here: CD8+ vesicle-bound cell fraction;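 binding gate set so that unloaded-vesicle control wells show 10% double positive cells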
# NTR1 agonist cell count 20 µM: recorded beside NTR1 agonist, whose call it bears; cell count; measured here: cell count, cytotoxicity flag
# Myeloid diff 2 GFP+ MAC1+ %: further read-out of Myeloid diff 2, marked with its call; GFP+ MAC1+ double positive, %; measured here: differentiation confirmed by MAC1 staining
# Numbers without * were called inactive; i = inactive; ? = inconclusive; nt = no result given; [ ] = dose if it differs, or a comment. Outcome played no part in choosing rows, and some 2.3% of all compounds hit somewhere here.
SMILES,Salmonella PhoP GFP,TNAP activators,Myeloid diff 2,Myeloid diff 2 GFP+ MAC1+ %,SV40 large T antigen,MgcRacGAP inhibition,UTI89 phage lysis,RSV antiviral HEp-2,T cell modulator,T cell modulator vesicle-bound %,NTR1 agonist,NTR1 agonist cell count 20 µM
Cc1ccc(C(=O)COC(=O)CN2C(=O)C3C4C=CC(C4)C3C2=O)cc1C (centres undefined),-3%,nt,i,0.0,5%,6%,0.6%[50 µM],1.3%,i,14,0.6,69
CC(C)COC(=S)Nc1ccccc1,10%,1.1,i,0.5,5%,10%,0.7%,0.8%,i,36,2.0,34
CC(C)c1ccccc1-n1c(SCC(=O)N2CCc3ccccc3C2)nc2ccccc2c1=O,20%,1,i,0.5,4%,1%,0.7%,13%,i,44,11,75
Clc1ccc(-n2cccc2)cn1,6%,1.1,i,0.2,13%,0%,1.9%,0.0%,i,50,0.6,68
COc1cc(NC(=O)c2ccc(Cl)cc2)c(OC)cc1Cl,9%,1.1,i,5.7,4%,-5%,7.5%,1.1%,i,17,6.2,72
Cn1c(CN2CCN(C(=O)c3ccco3)CC2)nc2cc([N+](=O)[O-])ccc21,-2%,nt,i,0.3,6%,4%,-0.2%,1.8%,i,8,0.2,20
CC1CN(C(=O)c2ccc(NS(=O)(=O)c3ccc(F)c(F)c3)cc2)CC(C)O1 (centres undefined),-4%,nt,i,1.3,5%,4%,1.2%[50 µM],0.3%,i,38,-0.1,50
Cc1cc(C(=O)N/N=C/c2c(CO)cnc(C)c2O)c2ccccc2n1,-2%,nt,i,1.6,20%,10%,0.2%,1.9%,i,73,1.7,63
CC(C)OC(=O)CSc1nnc(-c2ccc(Cl)cc2Cl)o1,-5%,1.1,i,0.8,0%,9%,0.5%,-0.6%,i,6,0.0,45
Cc1ccc(S(=O)(=O)N[C@H](C(=O)N2CCC(C(=O)N[C@H](C(=O)O)c3ccccc3)CC2)C(C)C)cc1,0%,nt,i,1.4,4%,2%,-0.3%,1.4%,i,15,-0.8,82
O=C(CSc1nc2ccccc2c(=O)n1Cc1ccc(F)cc1)NCc1cccs1,-8%,1,i,0.1,-1%,3%,0.1%,1.7%,i,53,6.5,81
C=C(C)C(=O)Nc1ccc2c(c1)OCCOCCOCCO2,-2%,nt,i,0.5,13%,-5%,-0.6%,2.1%,i,38,-1.3,52
Cc1cnc(C(=O)OCC(=O)Nc2cccc3ccccc23)cn1,nt,nt,i,1.5,nt,5%,0.9%[50 µM],nt,i,49,-1.0,50
COc1ccc(S(=O)(=O)N2CCOCC2)cc1NC(=O)CO/N=C/c1ccccc1OC(F)F,-6%,1,i,1.0,2%,15%,3.0%,1.1%,i,54,2.4,65
COC1c2ccccc2C(=O)N1Cc1ccc(F)cc1 (centres undefined),-2%,nt,i,0.7,10%,8%,0.5%,1.5%,i,63,-0.4,61
CN(C)C=NC(=O)c1cc(C(=O)c2ccc(C(C)(C)C)cc2)c[nH]1,2%,1,i,1.1,1%,5%,2.2%,4.7%,i,21,1.7,49
CC(=O)c1sc(Nc2nc3ccc(F)cc3s2)nc1C,-7%,2.1,i,1.0,9%,9%,0.2%,14%,i,22,0.5,96
O=[N+]([O-])c1ccc(OCc2cn([C@@H](CO)c3ccccc3)nn2)c(Br)c1,4%,nt,i,2.2,6%,-15%,1.0%,2.4%,i,51,8.9,40
CCOc1cc(C2NC(=O)NC(c3ccccc3)=C2C(C)=O)ccc1OCC(N)=O (centres undefined),4%,1.1,i,1.7,10%,-6%,-0.5%,0.3%,i,45,-0.9,45
O=C(COC(=O)c1c(Cl)cccc1Cl)NCc1cccs1,nt,nt,i,0.8,nt,-2%,-0.2%,nt,i,38,1.2,65
O=C(N/N=C/c1ccccc1)c1ccc(NC(=O)c2ccc(F)cc2)cc1,5%,nt,i,0.6,0%,9%,0.0%,1.8%,i,19,-2.4,39
Cc1ccc(-c2noc(CCC(=O)NCc3ccco3)n2)cc1,5%,1,i,9.1,7%,6%,0.5%,1.8%,i,17,3.8,58
CCCN(CC(=O)Nc1ccc(F)c(F)c1F)C(=O)c1ccc(N2CCCC2=O)cc1,nt,nt,i,0.5,nt,-4%,1.1%[50 µM],1.7%,i,41,0.3,62
C#CCN1C(=O)S/C(=C\c2ccc(-c3ccc(C(=O)O)cc3C)o2)C1=O,-7%,nt,i,0.6,34%,16%,-2.0%,0.8%,i,45,nt,nt
O=C(CSc1ccc2nnc(-c3ccc(Cl)cc3)n2n1)N1CCc2ccccc21,1%,1,i,2.6,-4%,5%,0.5%,1.7%,i,31,3.3,86
CCCCNC(=O)CCC(=O)Nc1ncc(-c2ccc(C)cc2)n1C,6%,1.1,i,1.9,9%,10%,0.7%,2.9%,i,61,-1.9,100
CO[C@H]1O[C@H](C)[C@@H](O)C[C@H]1NC(=O)OCc1ccccc1,-8%,nt,i,0.5,7%,15%,1.1%,-0.1%,i,56,2.2,66
Cc1cccc(NC(=O)Nc2ccc3c(c2)N(C)C(=O)CS3)n1,7%,1.2,i,0.9,9%,13%,0.3%,0.3%,i,42,2.8,96
CCOC(=O)C1=C(C)N(C)C(C)=C(C(=O)OCC)C1c1ccccc1,4%,1,i,0.6,5%,1%,0.4%,0.8%,i,18,5.8,67
C[C@@H](NC(=O)c1[nH]cnc1C(=O)Nc1nccs1)c1ccccc1,nt,nt,i,1.7,nt,5%,-0.2%,0.5%,i,31,0.1,62
CC(C)N(CCNC(=O)C1CCCN(c2ncnc3c2nc2n3CCCCC2)C1)Cc1ccccc1 (centres undefined),-1%,nt,i,4.1,12%,7%,1.1%,0.9%,i,5,0.4,63
OCC(Cc1ccccc1)NCc1ccccc1C(F)(F)F (centres undefined),19%,1.1,i,0.6,2%,6%,1.0%,1.7%,i,46,0.0,52
Cc1ccccc1C(=O)Nc1nc2c(C)csc2c(=O)s1,-5%,nt,i,0.2,6%,4%,0.9%,-0.7%,i,40,6.1,57
O=C(COc1ccc(-c2ccccc2)cc1)NN=C1CCCC1,-7%,1.5,i,0.2,6%,3%,0.4%,-1.1%,i,32,0.3,46
COc1nc(OC)nc(N2CCC(C(=O)NCc3cccs3)CC2)n1,-2%,1.1,i,3.5,0%,-11%,-0.3%,7.2%,i,36,1.9,77
Cc1nc2ccccc2c(=O)n1-c1cccc(NS(=O)(=O)c2ccccc2)c1,5%,nt,i,0.6,4%,7%,0.1%[50 µM],0.4%,i,42,-1.2,55
O=C(OCc1nc2ccccc2s1)c1ccc(Br)o1,10%,1.2,i,0.1,6%,6%,-0.6%,2.0%,i,52,2.3,77
CCOC(=O)c1ccc(C(=O)OCC)c(NC(=S)Nc2ccc([N+](=O)[O-])cc2OC)c1,-3%,1,i,0.3,3%,7%,1.2%,6.5%,i,45,1.2,60
COC(=O)Cc1c(C)c2ccc(OCC(=O)NC3CCS(=O)(=O)C3)cc2oc1=O (centres undefined),-4%,nt,i,4.5,10%,10%,-0.1%,4.8%,i,21,-0.3,57
COc1ccc2cc(C(=O)C3CCCN(C(=O)Cc4c(C)noc4C)C3)ccc2c1 (centres undefined),0%,1,?,nt,4%,-7%,0.0%,5.4%,i,50,2.2,51
COc1ccccc1NC(=O)c1ccccc1S(=O)(=O)c1ccccc1[N+](=O)[O-],-12%,1,i,1.2,17%,-1%,0.0%,0.5%,i,50,-1.2,99
Cn1c(=O)c2c(nc(Oc3ccc(-c4ccccc4)cc3)n2C)n(C)c1=O,-1%,1.1,i,5.5,15%,12%,2.6%[50 µM],9.2%,i,40,14,36
COc1ccc(CN(C)CC2CCCN(CCc3ccc(F)cc3)C2)c(OC)c1OC (centres undefined),7%,nt,i,1.4,22%,-2%,-0.2%,-1.9%,i,61,-0.7,67
CN(C(=O)COC(=O)c1ccc2ccccc2n1)C1CCS(=O)(=O)C1 (centres undefined),6%,1,i,1.0,2%,12%,0.4%,0.5%,i,57,2.5,66
COc1ccc(OCCC(=O)OCC(=O)c2ccc[nH]2)cc1,-5%,1.1,i,0.6,15%,3%,0.1%,1.3%,i,12,0.4,53
CCc1[nH]nc(C(=O)NC2CCCc3c2cnn3-c2cc(C)cc(C)c2)c1C (centres undefined),-7%,nt,i,0.8,25%,3%,0.4%,?,i,41,0.3,60
COc1ccc(C(C)(C)C)cc1NC(=O)C1=CC=CN2CCS(=O)(=O)N=C12,nt,nt,i,0.1,nt,2%,0.5%[50 µM],nt,i,40,1.0,80
CCOC(=O)c1[nH]c(=O)[nH]c1CN(Cc1ccco1)Cc1[nH]c(=O)[nH]c1C(=O)OCC,2%,1.7,i,0.8,8%,6%,1.5%,2.7%,i,34,-0.1,42
N#CCCn1c(SCC(=O)NCc2ccco2)nc2ccccc21,3%,1.1,i,1.0,9%,15%,-0.1%,0.6%,i,55,0.4,42
CC(NC(=O)c1ccco1)C(=O)Nc1nc(-c2ccccn2)cs1 (centres undefined),-6%,1.4,i,0.7,16%,5%,1.0%,2.2%,i,31,0.2,86
CC(C)(C)c1cc(CN2CCCCC2)cc(C(C)(C)C)c1O,-3%,1.1,nt,nt,-1%,nt,nt,1.1%,i,12,-1.1,94
CCOC(=O)c1cnc2c(C)cccc2c1NCCCN1CCOCC1,6%,nt,i,0.1,11%,17%,3.2%,0.2%,i,60,3.9,60
O=C(Nc1cccn2ncnc12)c1ccccc1,16%,1,i,0.7,-2%,-2%,0.7%,0.6%,i,43,-2.2,60
CC1CCCCC1NC(=O)/C=C/c1nc2ccccc2s1 (centres undefined),-4%,1.1,i,0.5,20%,4%,-0.5%,1.5%,i,28,-0.2,55

# Single records (already shown). Order of values: Salmonella PhoP GFP, TNAP activators, Myeloid diff 2, Myeloid diff 2 GFP+ MAC1+ %, SV40 large T antigen, MgcRacGAP inhibition, UTI89 phage lysis, RSV antiviral HEp-2, T cell modulator, T cell modulator vesicle-bound %, NTR1 agonist, NTR1 agonist cell count 20 µM
# COc1ccc(C(C)(C)C)cc1NC(=O)C1=CC=CN2CCS(=O)(=O)N=C12 is entered as nt, nt, i, 0.1, nt, 2%, 0.5%[50 µM], nt, i, 40, 1.0, 80
# CCOC(=O)c1cnc2c(C)cccc2c1NCCCN1CCOCC1 is entered as 6%, nt, i, 0.1, 11%, 17%, 3.2%, 0.2%, i, 60, 3.9, 60
